INS-1E GSIS act: GLuc luminescence reporter in INS-1E cells, primary screen for activators of glucose-dependent secretion of insulin | INS-1E GLuc reporter insulin secretion, 2-3 h | activation, % at 16.6 µM | hit rate 0.61% among 370,000;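 active = lowest replicate activation of at least 40%, so every replicate reaches that level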;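 also: 0% = median of neutral control wells and 100% = median of IBMX positive control wells; some compounds called inactive have numbers as strong as hits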
Xi reactivation: activators of X-chromosome reactivation in mouse fibroblasts; XiGFP mouse fibroblasts, % GFP-positive cells imaging, 3 d; cells co-treated with 5-aza-dC sensitizer; scaled so ellipticine positive control = 100%; activation, % at 7.58 µM; hit rate 0.055% among 360,000; AID 743238;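 active = mean normalized replicate activation at least 10% and every replicate at or above 10%; inconclusive = only one of the two criteria met; inactive = mean below 10% and not all replicates reach 10%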;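 also: 0% = median of on-plate neutral control wells and 100% = ellipticine 6 µM median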
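Assay system – SV40-immortalized XiGFP fibroblast cells, line 68-5-11 · Buffer or medium – DMEM supplemented with 5-aza-dC as sensitizing agent · Dosing – one concentration, pinned · Benchmarks – positive control ellipticine, 6 µM final · Times – 3 days compound exposure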
DENV2 CPE: protects cells from dengue virus 2 cytopathic effect | DENV2-infected cells, cytopathic effect rescue, plate reader | AID 651640 | hit rate 1.7% among 350,000 | CPE inhibition, % at 9.99 µM; in the data active = CPE inhibition above about 20%, passing the limit was not always enough; inconclusive = no clear call, values can overlap the other calls; tested in BHK-21 cells;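 also: 0% = median of neutral control wells and 100% = median of positive control wells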
Casp6 inh: inhibitors of human caspase-6. hit rate 0.53% among 350,000. purified caspase-6, Z-VEID-R110 cleavage fluorescence. P55212. inhibition, % at 12.5 µM. AID 686996;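 active = mean inhibition across replicates at least about 35%, with every replicate also reaching that limit, limit read from the data; inconclusive = only one of the two criteria met; inactive = neither criterion met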;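 also: 0% = median of neutral control wells and 100% = no fluorescence left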
Target sequence (P55212 24-179 limits assumed): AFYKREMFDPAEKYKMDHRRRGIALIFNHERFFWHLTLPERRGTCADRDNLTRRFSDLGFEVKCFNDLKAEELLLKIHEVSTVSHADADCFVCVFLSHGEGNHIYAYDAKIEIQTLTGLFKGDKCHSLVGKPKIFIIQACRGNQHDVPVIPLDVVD
Target sequence (P55212 194-293 limits assumed): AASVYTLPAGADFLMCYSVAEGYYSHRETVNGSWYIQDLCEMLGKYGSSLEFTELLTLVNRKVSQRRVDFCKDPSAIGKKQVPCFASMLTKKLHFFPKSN
RAD52 anneal inh: RAD52 (human) annealing inhibition; P43351; recombinant RAD52 DNA annealing, FRET fluorescence; inhibition, % at 18.7 µM; hit rate 0.46% among 360,000; AID 651710;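 active = every replicate showing at least 50% inhibition; inconclusive = mean inhibition at least 50% but not in every replicate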
Target sequence (P43351 whole entry, looked up): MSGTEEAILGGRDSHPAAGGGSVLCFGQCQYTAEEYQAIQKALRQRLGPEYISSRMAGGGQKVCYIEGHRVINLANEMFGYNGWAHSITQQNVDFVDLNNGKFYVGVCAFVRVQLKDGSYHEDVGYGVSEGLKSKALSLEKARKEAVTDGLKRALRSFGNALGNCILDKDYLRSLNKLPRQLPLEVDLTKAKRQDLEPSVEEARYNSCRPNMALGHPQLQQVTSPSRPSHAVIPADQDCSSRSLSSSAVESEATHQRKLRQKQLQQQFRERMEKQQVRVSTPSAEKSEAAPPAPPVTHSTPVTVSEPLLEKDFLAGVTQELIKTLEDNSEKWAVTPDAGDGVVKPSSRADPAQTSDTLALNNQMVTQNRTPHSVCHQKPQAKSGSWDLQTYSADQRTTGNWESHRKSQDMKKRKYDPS
CFTR F508del cor: correctors of CFTR F508del function in bronchial epithelial cells; CFBE cells, YFP halide quenching; stimulated with forskolin plus potentiator P3; % fluorescence drop versus neutral controls; activity (quench increase), % at 7.58 µM; hit rate 0.36% among 350,000; AID 720511;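 active = mean added fluorescence quench of at least 8% versus neutral control, with both replicates also reaching 8%; inconclusive = only one of the mean or replicate conditions met; inactive = mean below 8% and not both replicates reaching 8%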;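 also: cells transiently co-express mutant CFTR-F508del with the halide-sensitive YFP; corrector assay measuring rescue of mutant channel to the surface after 24 h compound exposure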
E-sel inducer: E-selectin induction on HUVECs | activation, % at 7.58 µM | HUVEC E-selectin immunofluorescence imaging; normalized: neutral wells 0, TNF-alpha wells 100 | AID 686992 | hit rate 0.37% among 260,000;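 active = mean E-selectin-positive cell signal at least 10% of the positive control, reached in at least 60% of replicates, without over 20% cell loss; inconclusive = no rule given, readout overlaps actives, possibly toxicity-flagged; inactive = the rest, including those meeting only one limit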;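 also: in these data hits start at about 27%; measured in HUVEC primary endothelial cells; signal is the percent of cells scored E-selectin positive by PE staining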
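Test system: HUVEC; input: 3,000 HUVEC/well; measured by: immunofluorescence imaging; read-out: % PE-positive cells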
RAD54 inh: inhibitors of human RAD54 branch migration. Q92698. RAD54 Holliday junction branch migration, FAM/BHQ fluorescence. inhibition, % at 10.4 µM. hit rate 0.14% among 360,000. AID 602329;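 active = mean normalized replicate activity at least 40 and at least half of replicates scoring 40 or more; inconclusive = only one of the two criteria met; inactive = mean below 40 and under half of replicates reaching 40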;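 also: 0% = median of neutral control wells and 100% = median of positive control wells; inhibitors cause a drop in the FAM fluorescence signal; in these data hits start at about 50%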
The depositor's hits bear a star; ? = inconclusive; · = not tested or not shown; & = joins results of further samples; ! = not active in a repeat.

SMILES,Casp6 inh,INS-1E GSIS act,RAD54 inh,Xi reactivation,CFTR F508del cor,RAD52 anneal inh,DENV2 CPE,E-sel inducer
Cc1noc(C)c1NC(=O)N[C@@H]1C=C[C@@H](CC(=O)Nc2ccc(-c3ccccc3)cc2)O[C@@H]1CO,1.1,0.6,2.8,0.7,-0.3,2.4,5.9,-0.1
CC(CCc1ccccc1)OS(N)(=O)=O (centres undefined),-0.3,21.9,-4.2,0.0,-2.2,-20.6,-9.8,0.7
COc1cccc(N2CC(C(=O)Nc3nnc(SCCC4OCCO4)s3)CC2=O)c1 (centres undefined),0.4,-2.7,2.3,0.5,-0.8,-18.9,93.0*,-0.2
NC(=S)N/N=C/c1cccc(O)c1O,5.2,1.4,·,0.0,-2.8,-21.1,-2.9,15.0
O=C(CCC(=O)c1cccs1)Nc1nc2ccccc2s1,-15.0,-5.8,-0.7,·,-1.1,-7.3,1.6,-0.5
O=C(NCc1ccc(F)cc1)[C@@H]1[C@@H](CO)[C@@H]2Cn3c(ccc(C4=CCCCC4)c3=O)[C@H]1N2,0.0,-2.6,-2.3,0.3,·,7.8,-4.6,0.2
CC(=O)Nc1ccc(-c2ccnc3c2CC(C)(C(=O)Nc2cccc(OC(F)(F)F)c2)O3)cc1 (centres undefined),2.9,69.3*,6.7,0.1,-1.9,-12.8,-4.4,0.5
C[C@@H]1CN([C@@H](C)CO)S(=O)(=O)c2ccc(-c3cccc(C#N)c3)cc2O[C@@H]1CN(C)Cc1ccccn1,-0.5,14.8,-3.1,0.0,-1.9,4.0,17.1,-2.1
CC(C)C#Cc1ccc([C@H]2[C@@H](CO)N3CCCCN(C(=O)c4ccc5c(c4)OCO5)C[C@H]23)cc1,0.7,-19.1,6.7,-0.1,-2.2,42.6,-1.3,0.0
CC(C)Oc1ccc(C(=O)CCN2CCOCC2)cc1,-1.2,51.3*,·,0.3,0.7,-3.1,9.9,·
CCCCN(C(=O)c1cc(S(=O)(=O)N2CCCCCC2)ccc1OC)c1ccccc1,1.9,-54.6,-4.8,0.1,-4.5,-17.6,-0.3,-0.3
O=C(C1CCCC1)N1CCN(S(=O)(=O)c2cccc(Cl)c2Cl)CC1,·,-10.1,7.5,0.0,-4.3,-13.4,3.0,0.0
Cc1ccc(NC(=O)COC(=O)Cc2c(F)cccc2Cl)cc1S(=O)(=O)N1CCOCC1,1.6,-37.2,-0.2,0.0,1.4,-4.4,6.2,1.6
CC1CCN(C(=O)CSc2nc3c(c(=O)n(C)c(=O)n3C)n2C)CC1,3.4,5.1,1.3,0.2,-2.6,-3.2,-2.2,·
CCn1cc(/C=C(\NC(=O)c2ccc(OC)cc2)C(=O)NCCCn2ccnc2)c2ccccc21,-8.0,·,5.6,0.3,-0.3,4.4,-0.3,0.1
CC1(C)CCC(=O)N(c2ccc(OC(F)(F)F)cc2)C1=O,-3.3,2.3,3.9,0.4,0.8,-6.8,1.5,0.9
CCCCNc1ncnc2c1cnn2-c1ccc(C)cc1C,3.6,-32.3,-8.6,-0.1,4.1,39.9,-5.5,0.1
CC1CCN(c2ccc3c(c2)S(=O)(=O)c2cccc(C(=O)NC[C@@H]4CCCO4)c2C3=O)CC1,-8.5,-36.1,-46.9,0.0,4.9,-383.6,·,-0.2
C[C@H](CO)N1C[C@H](C)[C@@H](CN(C)C(=O)Nc2ccc3c(c2)OCO3)Oc2c(NS(=O)(=O)c3ccccc3)cccc2C1=O,-2.5&4.5,2.6&-2.0,-5.6&-6.7,-1.0&-0.3,-1.7&-1.4,1.4&2.5,28.3*!,0.1&-0.1
COc1ccc(NC(=O)COC(=O)Cn2cnc3ccccc3c2=O)cc1OC,-0.8,31.2,2.3,0.1,-2.2,-12.1,0.1,0.7
CCCN1[C@H](CO)[C@H](c2ccc(C3=CCCCC3)cc2)[C@@H]1CNS(C)(=O)=O,1.0,-0.8,·,0.0,1.6,-21.3,-7.9,0.0
Cc1[nH]c2ccccc2c1C(=O)COC(=O)c1nccnc1N,2.0,24.2,-6.9,0.0,-1.9,-1.0,-8.4,·
O=C(c1ccccc1)c1ccc(Oc2ccc(C(=O)O)c(C(=O)O)c2)cc1,20.2,1.1,-7.4,0.1,-2.8,-25.4,7.1,·
Cc1cc(C(=O)Nc2cccc3c2O[C@H](CN(C)C(=O)Nc2ccc(F)cc2)[C@H](C)CN([C@H](C)CO)C3=O)n(C)n1,0.8,-7.3,-0.8,0.0,-0.2,4.7,1.2,-3.0
O=C(Nc1ccccc1)c1ccccc1N=Cc1cccc(O)c1,0.0,10.4,-3.8,0.0,0.1,-0.5,5.5,-0.9
Cc1nn(C)c(NC(=O)c2ccccc2Cl)c1Cl,0.5,16.0,-1.5,-0.1,-0.9,3.7,10.2,0.1
COc1cc(NC(=O)CC(C)S(=O)(=O)c2ccc3c(c2)NC(=O)CO3)cc(OC)c1OC (centres undefined),-0.2,10.4,7.5,0.1,2.4,-7.0,2.0,·
COc1ccc(/C(N)=N/OC(=O)Oc2ccccc2)cc1OC,-1.8,21.2,-1.4,0.0,·,-6.0,-4.7,·
O=C(NC1CCCCC1)N[C@@H]1CC[C@H](CCNS(=O)(=O)c2ccccc2)O[C@H]1CO,-1.3,-4.1,0.3,-0.1,0.2,4.9,7.5,1.1
CN1CCN(C(=O)c2cc3c(c(-c4cccc(-c5ccccc5F)c4)n2)[C@@H](CCO)N([S@](=O)C(C)(C)C)C3)CC1,3.1,3.7,11.9,0.0,2.1,-8.9,-3.8,0.6
COc1ccc(Cc2c(O)nc(SCC(=O)NC(C)(C)C)[nH]c2=O)cc1,-0.8,-2.2,·,0.2,-2.8,-7.9,-2.2,3.5
O=C(NN1C(=O)/C(=C\c2ccc(O)c([N+](=O)[O-])c2)SC1=S)c1ccccc1Cl,10.4,-83.3,-4.1,-0.2,-5.0,-173.8,-6.0,·
CCCC(=O)Oc1ccc(-c2nccc(C(OC)OC)n2)cc1,-4.7,18.3,·,0.1,-1.1,-8.8,-2.8,·
CC1CN(C(=O)COC(=O)CSc2ccc(C(N)=O)cc2[N+](=O)[O-])CC(C)O1 (centres undefined),-3.2,7.6,·,0.0,-2.8,0.6,-5.0,218.7*
COc1ccc2c3c([nH]c2c1)[C@@H](CO)N(Cc1ccc2c(c1)OCO2)CC31CN(C(=O)Nc2c(C)noc2C)C1,·,9.0,·,0.3,0.1,·,?,0.6
CCCNC(=O)N(C)C[C@@H]1Oc2ncc(C#CCC(C)C)cc2C(=O)N([C@@H](C)CO)C[C@@H]1C,-1.2,-14.4,·,0.2,-1.7,-7.4,-2.6,-0.1
CC1CCC(NC(=O)CN2CCN(S(=O)(=O)c3ccc(Br)s3)CC2)CC1 (centres undefined),3.9,-28.3,4.3,0.0,-2.6,-34.2,6.5,-0.1
CN(CCOc1ccccc1)C(=O)c1cc([N+](=O)[O-])ccc1N1CCOCC1,8.5,-5.8,8.0,-0.1,3.0,-4.7,0.5,0.3
COc1ccccc1C(=O)NCC(=O)NCCSc1ccc(Br)cc1,1.3,7.0,-0.1,0.3,-1.2,1.0,-3.1,-0.1
CCN(c1ccc(OC)cc1)S(=O)(=O)c1nnc(NC(=O)CC(C)C)s1,3.5,-19.6,-3.0,0.3,0.2,-21.0,-0.8,·
Cc1nc2oc3c(=O)[nH]cnc3c2c2c1COC(C)(C)C2,6.6,7.1,?,0.1,2.7,-5.1,-3.3,-0.2
CN(CC(=O)O/N=C(\N)c1ccc(Br)cc1)S(=O)(=O)c1ccccc1,-2.8,18.6,-0.8,0.0,0.0,-9.5,-4.6,-0.7
O=c1ccc2cc(S(=O)(=O)N3CCN(c4ccccc4F)CC3)ccc2[nH]1,-0.1,-2.7,6.3,0.3,-4.3,-1.9,1.6,-0.5
CC(C)NC(=O)N(C)C[C@@H]1Oc2cc(-c3cncnc3)ccc2S(=O)(=O)N([C@@H](C)CO)C[C@@H]1C,-0.9,9.0,1.1,-0.9,0.8,1.3,-3.9,0.5
CC(=O)OC(C(=O)Nc1nncs1)c1ccccc1 (centres undefined),-1.9,1.7,11.2,0.0,-0.3,-2.2,5.6,-0.2
O=C(NC(=S)Nc1nc(-c2ccc([N+](=O)[O-])cc2)cs1)c1ccco1,2.9,2.6,0.7,0.1,0.1,0.8,-4.7,·
O=C(NCC1CCCO1)c1ccc(F)c2ccccc12 (centres undefined),-0.6,4.7,5.1,0.0,1.1,-6.8,7.3,-0.1
CCN(CC(=O)Nc1c(F)cccc1F)C(=O)C1Cc2ccccc2CN1S(=O)(=O)CC (centres undefined),3.3,-6.0,-1.6,0.0,1.4,2.5,-8.5,-0.1
C/C=C/c1cnc2c(c1)C(=O)N([C@H](C)CO)C[C@H](C)[C@H](CN(C)C(=O)Cc1cccnc1)O2,2.9,44.3,-3.9,0.2,0.8,3.3,-9.2,0.0
CCOC(=O)C1=C(O)/C(=C/c2cc(C)n(-c3ccccc3)c2C)N=C1C,11.2,0.3,·,-0.1,1.4,-59.0,2.2,-0.3
COc1ccc([Si](C)(C)[C@H]2[C@H](CCn3cc([C@H](O)c4ccccc4)nn3)O[C@@]3(C(=O)N(Cc4cccc(N5CCC5=O)c4)c4ccccc43)[C@@H]2C)cc1,-1.7,·,6.4,·,-0.4,17.8,-10.6,·
Cc1ccc(NC(=O)CCn2c(=S)oc3ccccc32)cc1F,0.9,-3.9,-7.0,0.0,-1.5,-6.2,-0.3,0.1
NC(=NCc1ccccc1)C(N=Nc1ccccc1)C(=O)NCc1ccccc1 (centres undefined),-0.1,-17.2,5.0,0.1,2.3,-5.3,0.9,0.5
C[C@@H]1CN([C@H](C)CO)C(=O)CCCn2cc(nn2)CO[C@@H]1CN(C)Cc1ccc(Cl)c(Cl)c1,·,15.0,·,1.0,-1.4,·,·,4.4
COc1ccc(NC(=O)COc2ccc(C(=O)OCC(=O)N(C)C3CCS(=O)(=O)C3)cc2OC)cc1 (centres undefined),1.4,3.4,-1.6,0.1,-0.7,-4.7,-0.9,-1.7
COc1ccc(OC)c(-c2cc(C(=O)O)c3cc4ccccc4cc3n2)c1,-2.0,·,0.9,0.0,-1.9,-8.8,2.5,·
Cc1ccc(C)c(NC(=O)CCOc2ccccc2)c1,-2.9,7.8,-9.5,0.0,2.8,-16.6,-6.3,0.0
O=C(N[C@H]1CC[C@H](CCNC(=O)C2CCOCC2)O[C@H]1CO)c1ccccn1,1.8,4.2,6.5,0.0,1.1,3.2,-1.1,0.1
COc1ccc(/C=N/NC(=O)c2cccc([N+](=O)[O-])c2)c2ccccc12,-0.5,7.5,2.0,0.0,-0.1,-9.0,2.2,-0.2

Bioassay records from PubChem BioAssay.
